# HEK cytotox: cytotoxic compounds in HEK 293 cells; AID 1345083; 6.6% of 94,000 active; HEK 293 viability, ATP luminescence (CellTiter-Glo), 48-72 h; Potency, µM (top dose mostly 115 µM), for the others: top-dose activity change, negative = cytotoxicity, usual class: inhibitors; note: potency is the fitted concentration of half-maximal effect; nearly all actives have a fitted effect of over 60% in size
#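 Cells seeded first (HEK 293, 250 cells/well), then compound added by pintool. Incubation ran 48 or 72 hr at 37 degree Celsius. CellTiter-Glo was added and luminescence imaged after 10 min at room temperature.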
# SNCA expr inh: reduces expression of the alpha-synuclein gene; HEK-293 SNCA-luciferase knock-in, luminescence, 24 h; Potency, µM (top dose mostly 57.2 µM), for inactives: at the highest dose activity change, negative = inhibition, hits mostly inhibitors; 0.17% of 140,000 active; AID 1671194;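 note: potency is the fitted concentration of half-maximal effect; plate controls were DMSO cells for no effect and cell-free wells for full effect; nearly all actives have a fitted effect of over 45% in size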
# Luciferase inh: blocks purified firefly luciferase enzyme activity. P08659. purified P. pyralis luciferase, luminescence, biochemical. Potency, µM (highest dose often 115 µM), for the others: at the highest dose activity change, negative = inhibition, actives largely listed as inhibitors. 2.5% of 76,000 active. AID 1347043; note: potency is the fitted concentration of half-maximal effect; nearly all actives have a fitted effect of over 65% in size
# Target sequence (P08659 whole entry, looked up): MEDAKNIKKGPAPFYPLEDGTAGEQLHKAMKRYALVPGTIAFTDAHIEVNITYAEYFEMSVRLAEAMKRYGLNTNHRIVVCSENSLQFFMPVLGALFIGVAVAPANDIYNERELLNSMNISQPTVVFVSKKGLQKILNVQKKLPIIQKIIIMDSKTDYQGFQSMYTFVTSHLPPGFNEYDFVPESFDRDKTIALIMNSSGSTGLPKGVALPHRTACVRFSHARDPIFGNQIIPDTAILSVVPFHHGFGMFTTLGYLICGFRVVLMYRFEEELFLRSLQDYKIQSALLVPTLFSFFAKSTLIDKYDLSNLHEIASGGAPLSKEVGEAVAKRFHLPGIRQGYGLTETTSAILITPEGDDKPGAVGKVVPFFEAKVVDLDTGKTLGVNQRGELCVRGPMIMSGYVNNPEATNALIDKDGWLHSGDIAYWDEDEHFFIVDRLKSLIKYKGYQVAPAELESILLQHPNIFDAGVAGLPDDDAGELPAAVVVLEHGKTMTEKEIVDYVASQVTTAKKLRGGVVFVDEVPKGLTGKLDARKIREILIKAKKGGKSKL
#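 Luminescence read by CCD imaging after purified firefly luciferase (10nM final) was added to substrate buffer holding 10uM D-luciferin and 10uM ATP, pH 7.5, pre-dosed with compound.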
# IP6K1 inhibitor: inhibitors of human IP6K1. Q92551. IP6K1 kinase, ADP-Glo luminescence, 2 h; active compounds read low. activity change, % (series mostly up to about 58 µM). 0.81% of 140,000 active. AID 1645851; in the data active = activity change below about -25%
# Target sequence (Q92551 whole entry, looked up): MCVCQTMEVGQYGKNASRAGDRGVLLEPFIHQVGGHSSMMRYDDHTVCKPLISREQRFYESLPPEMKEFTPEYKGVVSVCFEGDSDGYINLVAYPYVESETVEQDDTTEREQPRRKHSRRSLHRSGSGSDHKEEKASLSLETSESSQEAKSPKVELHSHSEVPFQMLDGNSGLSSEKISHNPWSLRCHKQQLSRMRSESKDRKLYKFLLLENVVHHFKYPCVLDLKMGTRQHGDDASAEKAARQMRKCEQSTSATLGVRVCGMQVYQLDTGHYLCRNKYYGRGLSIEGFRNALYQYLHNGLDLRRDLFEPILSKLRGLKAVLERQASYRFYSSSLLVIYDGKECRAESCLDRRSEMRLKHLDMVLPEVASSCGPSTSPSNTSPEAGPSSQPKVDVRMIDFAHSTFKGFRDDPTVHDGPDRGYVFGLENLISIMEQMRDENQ
#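 ADP-Glo luminescence measures ADP made by human IP6K1 during a 2 h RT reaction with ATP/IP6 (mix at 1.3 mM/130 uM); top library doses 57.5 and 19.1 uM final.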
# SNCA viab count: counter-screen for SNCA expression inhibitors: cell viability; HEK-293-SNCA-luc viability, GF-AFC fluorescence, 24 h; Potency, µM (titrated, usually from 57.1 µM), for inactives: at the top dose activity change, negative = cytotoxicity, usual class: cytotoxic; 0.12% of 150,000 active;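 note: potency is the fitted concentration of half-maximal effect; 0% = DMSO-treated cells and -100% = medium-only wells without cells; nearly all actives have a fitted effect of over 30% in size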
#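 Cytotoxicity counterscreen: after 24 h compound treatment of genome-edited SNCA-luciferase HEK-293 cells, live-cell protease substrate GF-AFC read by fluorescence after 30 min; activity scaled between DMSO (0%) and medium-only (-100%), curves Hill-fitted.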
# 3T3 cytotox: kills NIH 3T3 cells; NIH 3T3 viability, CellTiter-Glo ATP luminescence, 48-72 h; Potency, µM (titrated, usually from 96.7 µM), for inactives: at the highest dose activity change, negative = cytotoxicity, most hits filed as inhibitors; 4.3% of 94,000 active; AID 1345082; note: potency is the fitted concentration of half-maximal effect; nearly all actives have a fitted effect of over 55% in size
#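 Luminescent ATP readout (CellTiter-Glo, 10 min RT) after 48 or 72 hr compound exposure of NIH 3T3 cells seeded at 400 cells/well in 1536-well format; quantitative HTS.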
# GPT2 inh: blocks human glutamate pyruvate transaminase 2. Recombinant GPT2, coupled pyruvate oxidase/HRP Amplex Red fluorescence. Potency, µM (series often up to 57.7 µM), for the others: top-dose activity change, negative = inhibition, usual class: inhibitors. Q8TD30. 0.25% of 100,000 active; note: potency is the fitted concentration of half-maximal effect; nearly all actives have a fitted effect of over 60% in size; many of its hits are not listed in these tables
#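 Inhibition is scored from Amplex Red fluorescence generated when pyruvate oxidase and HRP act on pyruvate released by GPT2. Reactions contain 10ng/uL enzyme, 250uM a-KG and 2mM L-alanine and run 30 min at room temperature.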
# * hit, by the source's call; i = inactive; ? = inconclusive; · = no result given; [ ] = dose if it differs, or a comment. Unless noted, calls come from the whole dose curve; as a rule, active = well fitted curve in the direction sought with a large enough effect; inconclusive = small, poorly fitted or top-dose-only effect, or another doubt; inactive = no such curve, though single readings can be large; an effect the other way counts as inactive or inconclusive. Unless noted, % is set by controls: 0 for no effect and ±100 for the full control effect. These rows are one share of the data (hit frequency here may not be typical).
nr	SMILES	HEK cytotox	SNCA expr inh	Luciferase inh	IP6K1 inhibitor	SNCA viab count	3T3 cytotox	GPT2 inh
1	CCOc1ccccc1CNC(=O)CN1C(=O)CCn2nc(-c3cn(C)c4ccccc34)cc21	·	56%[activator]	·	4	-5%	·	·
2	CN(C)CCN1CCC(N2CCN(C(=O)c3ccnn3C)CC2)C1=O (stereo not given)	-19%	23%	-4%	11	8%	-15%	?
3	N#Cc1cccc(CN2C[C@@H](CO)[C@H](NC(=O)c3ccccc3)C2)c1	?	-24%	3%	5	-21%	5µM*	i
4	O=C(NCc1cccnc1)c1cn2cc(-c3ccc(C(F)(F)F)cc3)sc2n1	20µM*	88%[activator]	·	4	-17%	?	i
5	CCOc1ccccc1N(CC(=O)NCCSc1ccccc1)S(=O)(=O)c1ccccc1	·	-20%	·	-6	?	·	·
6	CCn1cc(CN2CCN(C(=O)c3ccoc3)CC2)ccc1=O	i	-4%	3%	-13	8%	0%	i
7	CN(C(=O)CSc1cn(CC(=O)N2CCOCC2)c2ccccc12)c1ccccc1	·	13%	·	6	-8%	·	·
8	COc1ccc2[nH]c3c(c2c1)CCNC31CCN(C(=O)Cn2ccnc2)CC1	-3%	0%	-9%	4	0%[12.5 µM]	-12%	i
9	Cc1cc(C(=O)N2CCCN(c3ccnc4ccnn34)CC2)ccc1Cl	45µM*	-19%	·	4	5%	?	i
10	CC(=O)N1CCC(C(=O)NCCc2ncc(C)n2C2CCC2)CC1	-17%	-8%	1%	1	-5%	-13%	i
11	Cc1[nH]ncc1CNC(=O)CCC[C@H]1NC[C@@H]2C[C@H]1CN(Cc1ccccc1)C2	8%	-5%	-2%	-10	4%	i	i
12	Cc1ccc(Cl)cc1NC(=O)/C(C#N)=C\c1cn(Cc2ccc(F)cc2)c2ccccc12	·	58%[activator]	·	6	0%	·	·
13	COc1ccc(CC(=O)N2CCN(C(=O)c3nc4cccnc4n(Cc4ccc(OC)cc4)c3=O)CC2)cc1	-27%	8%	·	-3	?	-35%	i
14	Cc1nn(-c2ccc(F)cc2)c(Oc2ccccc2)c1CCC(=O)NCC1CC1	?	-25%	-2%	10	-18%	?	?
15	NC(=O)C1(C(=O)N2CCC(n3nccc3NC(=O)c3ccccc3)CC2)CC1	-10%	-15%	-2%	4	-9%	-6%	i
16	Cc1ccc(S(=O)(=O)N2CCCc3cc(NC(=O)c4ccccc4Cl)ccc32)cc1	·	18%	·	25	9%	·	·
17	CCN(Cc1ccccc1)C(=O)[C@@]12CCCC[C@H]1N(CCOC)C(=O)CC2	?	4%	-2%	-1	1%	-3%	5%
18	C/C(=C\CCC(C)CCO)C(=O)OC1(C)CCC2C(C(=O)O)=COC(OC3OC(CO)C(O)C(O)C3O)C21 (stereo not given)	·	·	·	11	-7%[23.9 µM]	·	2%[27.3 µM]
19	O=C1c2cc(N3CCOCC3)nc(-c3ccc(F)cc3)c2CN1CC1CC1	100µM*	18%[87.6 µM]	2%[172 µM]	13	-8%[87.6 µM]	?	1%[88.5 µM]
20	CC1Oc2ccc(NC(=O)Nc3ccccc3)cc2CN(Cc2ccccc2)C1=O (stereo not given)	45µM*	53%[activator]	?	-16	-11%	35µM*	3%
21	CN1C[C@H](O)C[C@H]1c1nnc2n1CCN(C(=O)C1CCCCC1)CC2	-4%	-4%	0%	-3	7%	-4%	i
22	O=C(Nc1ccc2oc(-c3cccnc3)nc2c1)c1ccc(-c2ccc(OC(F)(F)F)cc2)o1	·	14%	·	-5	2%	·	·
23	Cc1cccc(CSc2cn(CC(=O)N3CCCCC3)c3ccccc23)c1	·	74%[activator]	·	-8	3%	·	·
24	CCN(CC)C(=O)C1CCCN(Cc2ccc3c(c2)CN(Cc2cc(OC)cc(OC)c2)CCO3)C1 (stereo not given)	0%	28%	-1%	10	5%	i	i
25	O=C(c1cc(CN2CCOCC2)on1)N1CCC2(CC1)NCCc1c2[nH]c2ccccc12	32µM*	10%	-4%	10	-1%[12.5 µM]	-25%	1%
26	Cc1ccc2c(n1)N(C)[C@H](CO)CCN(Cc1cccc(Cl)c1)C2	?	-1%[87.6 µM]	0%[172 µM]	4	-8%[87.6 µM]	-26%[174 µM]	-2%[88.5 µM]
27	CCNC(=O)N[C@H]1[C@H](O)[C@@H](Oc2ccccc2)[C@@H]2OC[C@H]1O2	0%[172 µM]	-26%[87.6 µM]	2%[172 µM]	-7	2%[87.6 µM]	-6%[174 µM]	-9%[88.5 µM]
28	COc1ccccc1C(=O)N1CCCC(n2cc(-c3noc(C)n3)nn2)C1 (stereo not given)	1%	19%	-12%	7	-1%	-6%	i
29	Cn1c(=O)c(F)c(Nc2ccc(I)cc2F)c2c(=O)n(C[C@@H](O)CO)cnc21	·	-24%	·	·	-3%	·	i
30	Cc1c(CC(=O)NC2CCOC2=O)c2c(n1Cc1ccccc1F)CCCC2=O (stereo not given)	?	-12%	6%	2	-1%	i	-21%
31	CN(C)C[C@@H]1CN(c2ncccn2)C[C@H]1NC(=O)COc1ccc(F)cc1	i	-12%	-4%	6	-12%	1%	i
32	Cc1cc(=O)n(CC(=O)N2CCCCC2)c2c1c(C)nn2C	·	17%	·	23	-2%	·	·
33	Cn1cc(CN2CCCC23CCN(c2ccnc4c(C(F)(F)F)cccc24)CC3)cn1	?	-1%	14%	11	-12%	-29%	i
34	CN(CCc1cn[nH]c1)c1ccc(-c2nc(-c3ccccc3F)no2)cn1	32µM*	-63%	0.63µM*	13	-17%	?	4%
35	CCCNC(=O)N1CCCCC1c1noc(COc2ccc(F)cc2)n1 (stereo not given)	?	9%	3%	-6	-1%	-21%	0%
36	CCCCN(CC)CCNC(=O)C1CCN(c2nnc(C)c3c(C)n(-c4ccc(C)cc4)nc23)CC1	·	-13%	·	10	?	·	·
37	CCCOc1ccc(C(=O)Nc2ccc(Cl)c(-c3nc4ncccc4o3)c2)cc1	·	59%[activator]	·	26	7%	·	·
38	Cn1c(=O)n([C@H]2CCCN(C(=O)c3ccn[nH]3)C2)c2ncccc21	i	18%	-9%	5	2%	i	-25%
39	Cn1ccc(NC(=O)C2(C)CCc3cnc(NCc4ccccc4)nc32)n1 (stereo not given)	?	-1%[87.6 µM]	6%[172 µM]	-3	-7%[87.6 µM]	20µM*	4%[88.5 µM]
40	COCC1CN(C(=O)Cc2ccccc2F)CC12CCNCC2 (stereo not given)	i	-10%	-12%	12	11%	-15%	i
41	CCn1cc(CN(C)CC(=O)N2CCCCCC2)ccc1=O	-2%	4%	-7%	4	5%	-5%	-11%
42	O=C(O)/C(=C/c1c(C(=O)O)[nH]c2cc(Cl)cc(Cl)c12)c1ccccc1	·	-4%	·	·	9%	·	-3%
43	COc1ccc(Cl)cc1NC(=O)CCC1CCCN(C(=O)Cn2cccn2)C1 (stereo not given)	2%	21%	-15%	7	3%	-19%	i
44	COc1ccc(C2Cn3nnc(C(=O)N4CCC(C(=O)NC5CC5)CC4)c3CO2)cc1 (stereo not given)	?	-23%	6%	5	-10%	-12%	i
45	CN1CCc2nc(N3CCN(CC4CCCCC4)CC3)sc2C1	?	?	11%	5	-24%	?	2%
46	CC(Oc1ccccc1)C(=O)Nc1nnc(S(=O)(=O)N2CCCCCC2)s1 (stereo not given)	·	20%	·	3	?	·	·
47	COc1ccc(C(=O)c2c(N)c(C(=O)Nc3ccccc3Cl)c3ccccn23)cc1	·	4%	·	-1	13%	·	·
48	CCCN(CC1CCOC1)C(=O)Nc1ccc(F)c(Cl)c1 (stereo not given)	4%	4%	1%	7	-10%	-4%	i
49	Cc1ccc(CNC(=O)C2Cn3cccc3C(=O)N2Cc2cccnc2)o1 (stereo not given)	-6%	3%	6%	-17	-2%	-25%	i
50	COc1ccc(OC)c(CNC(=O)CCCn2nc(C)c3c(C)n(-c4ccc(C)cc4)nc3c2=O)c1	·	-11%	·	11	8%	·	·
51	CCOC(=O)c1c(C)[nH]c(CCC(=O)NCc2cccc(C)c2)c1C	·	-3%	·	16	-10%	·	·
52	COc1ccccc1N1CCN(C(=O)Cn2cccc2-c2nc(-c3ccc(F)cc3)no2)CC1	40µM*	-13%	-9%	2	-3%	?	-9%
53	COc1ccc(Br)cc1Cn1nnc(C(=O)Nc2cccc(SC)c2)c1N	·	?	·	-12	?	·	·
54	Cc1cc2occ(CC(=O)N3CCCn4nc(CO)cc4C3)c2cc1Cl	-15%	6%	0%	11	-3%	?	-21%
55	Cc1noc(-c2cccc(OC3CN(C(=O)Nc4cccc(F)c4)C3)c2)n1	?	0%	-12%	13	9%	?	1%
56	CCn1cc(CN2CCCCCNC(=O)[C@@H]3CCC[C@@H]32)c(C)n1	i	9%	2%	-10	0%	-9%	i
57	COc1cccc(-c2noc(COC(=O)C3=CN(Cc4ccccc4)S(=O)(=O)N=C3C)n2)c1	?	16%	?	-13	-5%	-21%	i
58	C/C(=C\CCC1(C)C2CCC(C2)C1(C)O)C(=O)O (stereo not given)	·	·	·	29	-21%	·	i
59	CCOC(=O)[C@@]1(CCCCCCOc2ccc(Cl)cc2)CO1	·	-16%	·	·	-14%	·	-2%
60	COC[C@@H]1CN(c2cnccn2)C[C@H]1C(=O)NCc1ccccn1	4%	-8%	-3%	9	-4%	-19%	1%

# More results.
nr	SMILES	HEK cytotox	SNCA expr inh	Luciferase inh	IP6K1 inhibitor	SNCA viab count	3T3 cytotox	GPT2 inh
61	COc1ccc(OC)c(NC(=O)CN2CCCN(Cc3cc(C)ccc3C)S2(=O)=O)c1	·	-12%	·	-13	2%	·	·
62	COc1ccc(NC(=O)Cn2ccn3nc4c(c3c2=O)CCCCC4)cc1Cl	?	1%	-11%	7	0%	-9%	i
63	CCc1ccccc1NC(=O)N1CCC(n2cnnc2C2CC2)C1 (stereo not given)	14%	-2%	2%	20	3%	i	i
64	Cc1ccc(S(=O)(=O)N[C@@H]2CN(C)C[C@H]2CN(C)C)cc1F	-11%	6%	-3%	4	-9%	-15%	0%
65	O=C(c1ccc(Cl)cc1)N1CCCC2(CN[S+](=O)([O-])c3cccnc3N2)C1 (stereo not given)	2%	·	·	13	·	-3%	·

# Part of the list above, with values under each structure.
# Results follow in this order: HEK cytotox	SNCA expr inh	Luciferase inh	IP6K1 inhibitor	SNCA viab count	3T3 cytotox	GPT2 inh
(61) COc1ccc(OC)c(NC(=O)CN2CCCN(Cc3cc(C)ccc3C)S2(=O)=O)c1
  ·	-12%	·	-13	2%	·	·
(62) COc1ccc(NC(=O)Cn2ccn3nc4c(c3c2=O)CCCCC4)cc1Cl
  ?	1%	-11%	7	0%	-9%	i
(63) CCc1ccccc1NC(=O)N1CCC(n2cnnc2C2CC2)C1 (stereo not given)
  14%	-2%	2%	20	3%	i	i
(64) Cc1ccc(S(=O)(=O)N[C@@H]2CN(C)C[C@H]2CN(C)C)cc1F
  -11%	6%	-3%	4	-9%	-15%	0%
(65) O=C(c1ccc(Cl)cc1)N1CCCC2(CN[S+](=O)([O-])c3cccnc3N2)C1 (stereo not given)
  2%	·	·	13	·	-3%	·

# Compound activity as filed in PubChem BioAssay.
